# Screening data as filed in PubChem.
# ARNT TACC3 PPI – disruptors of human ARNT/TACC3 interaction; Q9Y6A5; AlphaScreen His-ARNT PAS-B/GST-TACC3 binding, luminescence; TACC3 fragment carries E629A point mutation; inhibition, % at 9.99 µM; 0.66% of 390,000 active; AID 623870;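 active = mean inhibition of replicates at least 50% and at least half of replicates each reaching 50%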;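 also: 0% = complete ARNT plus TACC3 wells and 100% = ARNT alone without TACC3; many hits fall short of the cut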
# Active calls of the source: *. These rows are one share of the data; rates above refer to the full screens.
ARNT TACC3 PPI | SMILES
3 | C#CCOCCOCCOCCNc1nc(N2CCN(C(=O)CCCCCCCCCCNC(=O)[C@H](CO)n3cc(CCCSC)nn3)CC2)nc(N2CCN(C(=O)CCCCCCCCCCNC(=O)[C@H](CCCN=C(N)N)n3cc(C[C@@H](C)CC)nn3)CC2)n1
3 | O=c1[nH][nH]c2nc(C(F)(F)F)cc(C(F)(F)F)c12
-2 | O=C(Nc1ccc(Cl)cc1)c1cc(S(=O)(=O)N2CCOCC2)cs1
-1 | CCCCCn1c(N2CCC(Cc3ccccc3)CC2)nc2c1c(=O)[nH]c(=O)n2C
-13 | N/C(=N\OC(=O)Cc1ccccc1)c1cccnc1
-8 | COC(=O)c1ccc(CNC(=O)CSc2nnc(COc3ccccc3)n2C)o1
0 | S=c1[nH]ncn1/N=C/c1ccccc1
-5 | CCC(=O)N1CCc2cc(Br)cc(S(=O)(=O)CCC(=O)NCCc3ccccc3)c21
6 | CN(C)c1ccc(/C=C(/NC(=O)c2ccccc2)C(=O)N/N=C/c2ccc([N+](=O)[O-])c(O)c2)cc1
-17 | Cc1cccc(CN2CCC(CNC(=O)C3CCCN(S(=O)(=O)c4cnc[nH]4)C3)CC2)c1 (stereo not drawn)
-5 | O=C(O)C1C2C=CC(O2)C1C(=O)Nc1ccc(S(=O)(=O)N2CCc3ccccc32)cc1 (stereo not drawn)
0 | COC(=O)c1ccccc1NC(=O)CN1C(=O)c2ccccc2S1(=O)=O
-5 | CCC(NC(=O)N(Cc1ccccc1)Cc1ccc2c(c1)OCO2)(C(F)(F)F)C(F)(F)F
-1 | O=C(CSc1nnc(-c2ccco2)n1-c1ccccc1)N1CCN(C(=O)c2ccco2)CC1
-6 | O=C(COC(=O)c1nn(-c2ccccc2)c(=O)c2ccccc12)NC1CCS(=O)(=O)C1 (stereo not drawn)
-2 | COc1ccc(C2C(C(=O)N3CCOCC3)=C(C)NC3=C2C(=O)CC(C)(C)C3)c(OC)c1 (stereo not drawn)
-4 | Cn1nc(C(F)(F)F)c(C(=O)Nc2cccc(C(F)(F)F)c2)c1SCc1ccc(Cl)cc1
7 | COc1ccc(N2CCN(C(=O)NC3CCCCC3)CC2)cc1
0 | CCOc1ccc(CC(C(=O)NN)C(=O)NN)cc1CN(C)C
9 | O=C(O)Cc1ccc2[nH]c3ccc(CC(=O)O)cc3c2c1
7 | CCc1ccccc1N(CC(=O)N/N=C/c1ccc(OC(=O)OC)c(OC)c1)S(C)(=O)=O
-23 | O=C(CCCn1c(=S)[nH]c2cc3c(cc2c1=O)OCO3)N1CCN(c2ccccn2)CC1
-5 | O=C(NC1CCS(=O)(=O)C1)c1cccc(S(=O)(=O)N2CCOCC2)c1 (stereo not drawn)
-1 | Cc1cc(NC(=O)c2ccc(NC(=O)CC(C)C)cc2)no1
-2 | CCOc1cc(/C=N/NC(=O)COc2ccccc2C)ccc1OC(=O)c1cccs1
-5 | O=c1cc(CN2CCN(c3ccccc3)CC2)c2cc(O)c(-c3ccccc3)cc2o1
3 | Cc1ccc(CS(=O)(=O)CCC(=O)NCCCN2CCCC2=O)cc1
-11 | O=C(CN(CC1CCCO1)C(=O)CCC(=O)Nc1nccs1)NCc1ccccc1 (stereo not drawn)
-5 | O=C(c1ccccc1C(=O)N1CCN(c2ccccc2F)CC1)N1CCN(c2ccccc2F)CC1
2 | CCOc1ccc(C(=O)CN2CCN(S(=O)(=O)c3ccc(Cl)cc3)CC2)cc1
-5 | Cc1cccc(C)c1NC(=O)c1cc2c(=O)c3ccccc3oc2nc1C(F)(F)F
31 | CC1(C)CC(=O)c2cc(C(=O)Nn3cnnc3)c(=O)n(-c3ccccc3)c2C1

# Molecules shown so far with two or more sulfur atoms, in the order listed:
ARNT TACC3 PPI | SMILES
-2 | O=C(Nc1ccc(Cl)cc1)c1cc(S(=O)(=O)N2CCOCC2)cs1
-5 | O=C(NC1CCS(=O)(=O)C1)c1cccc(S(=O)(=O)N2CCOCC2)c1 (stereo not drawn)

# New compounds follow.
ARNT TACC3 PPI | SMILES
-9 | N#Cc1c(NC(=O)CN2CCCCC2)sc2c1CCC2
-5 | Cc1ccc(CC2CC(=O)N(CCc3ccc4c(c3)OCO4)C2=O)cc1 (stereo not drawn)
-9 | CCOC(=O)C1CCN(S(=O)(=O)c2cccc(-c3cn4cccnc4n3)c2)CC1
-3 | Cc1noc(C)c1S(=O)(=O)N1CCC(C(=O)NCCN2CCC(C)CC2)CC1
-20 | Cn1[nH]c(=O)c(Cl)c(Cl)c1=O
2 | CON=C1CCN(c2ncc(C(F)(F)F)cc2Cl)CC1
-14 | CCOC(=O)C1CCCN(c2cc(C)nc3cc(-c4ccc(Cl)cc4)nn23)C1 (stereo not drawn)
-3 | COc1ccc(Oc2nc(SC)nc3ccsc23)cc1
-4 | O=C(N/N=C/C(Br)=C\c1ccccc1)c1n[nH]c2c1CCC2
-7 | O=C(O)C1CC=CCC1C(=O)N1CCCC1 (stereo not drawn)
-4 | COc1ccc(C2(C(=O)Nc3c(C)n(C)n(-c4ccccc4)c3=O)CCCC2)cc1OC
1 | O=C(O)CCc1ccc(-c2ccc(F)cc2)n1NC(=O)c1ccco1
5 | CCOC(=O)Cn1c(=O)c2c(nc(Br)n2Cc2ccccc2Cl)n(C)c1=O
5 | COc1ccc(CSc2nc(C)cc(=O)[nH]2)cc1
0 | Cn1c(CN2CCCC2)nc2cc(NS(=O)(=O)c3ccc(Cl)cc3)ccc21
-4 | O=C(NC1CCCC1)C1=COCCO1
0 | Cn1c(=O)[nH]c(=O)c2c1nc(N1CCCCC1)n2CCCSc1nc2ccccc2s1
-2 | COc1ccccc1NC(=O)Nc1ccnn1C1CCCCC1
17 | O=C(NCCc1ccccc1)C(=O)N/N=C/c1ccc2c(c1)OCO2
6 | O=c1[nH]c2cc3c(cc2cc1CN(Cc1ccccc1)Cc1nnnn1Cc1ccco1)OCCO3
6 | N#Cc1ccc(OCC(=O)N2CCN(S(=O)(=O)c3cccs3)CC2)cc1
-2 | Cc1ccc(C)c(N2CCN(S(=O)(=O)c3ccc4c(c3)OCCO4)CC2)c1
3 | COc1nc(-c2ccccc2)cc(-c2ccccc2)n1
3 | COCCN(C(=O)CSc1nnc(-c2cccc(OC)c2)n1C)c1c(N)n(Cc2ccccc2)c(=O)[nH]c1=O
-10 | Cc1ccc2c(c1)N(CC(=O)NCCc1c[nH]c3ccccc13)C(=O)CO2
1 | CC(=O)NC1(C(F)(F)F)C(=O)N(Cc2ccccc2)C2=C1C(=O)CC(C)(C)C2 (stereo not drawn)
2 | Cc1ccc(C)c(S(=O)(=O)N2CCC(c3nc4c(nnn4Cc4ccc(F)cc4)c(=O)[nH]3)CC2)c1
-11 | CCc1ccc(C(=O)CCC2CCCCC2=O)cc1 (stereo not drawn)
-1 | COc1ccc(O)c(C(=O)/C=C/c2cc3ccccc3o2)c1
6 | S=C(Nc1cccc(Cl)c1)Nc1cccc2cnccc12
-1 | O=C(O)COc1ccc(Br)cc1C(c1c(C(=O)O)[nH]c2ccccc12)c1c(C(=O)O)[nH]c2ccccc12
-2 | CCN(CCNC(=O)C1CCN(S(C)(=O)=O)CC1)c1ccccc1
-21 | O=C(O)CC(c1ccccc1)n1cnnn1 (stereo not drawn)
-4 | CC(C)n1ncc2c(C(=O)NCC(=O)Nc3ccccc3Br)cc(C3CC3)nc21
14 | O=C(CSc1nccn1-c1ccc(Cl)cc1)Nc1ccc2c(c1)OCO2
-10 | Cc1cc(/C=N/Nc2ccc([N+](=O)[O-])cn2)c(C)n1-c1ccccc1
-8 | CSc1nc2ccccc2n1CC(=O)N1CCCCC1
14 | N/C(=N\OC(=O)c1ccc(Cl)cc1Cl)c1ccc(Cl)cc1
-5 | O=C(O)COc1ccc(NC(=O)c2ccco2)cc1
0 | COCCCNC(=O)CC(NS(=O)(=O)c1ccc(C)cc1)c1ccco1 (stereo not drawn)
3 | Cc1nn(-c2ccccc2)c(C)c1/C=N/n1c(-c2ccc(C(C)(C)C)cc2)n[nH]c1=S
-2 | O=C(NCCn1cc(SCc2ccc(F)cc2)c2ccccc21)c1ccccc1F
6 | C#CCOCCOCCOCCNc1nc(N2CCN(C(=O)CCCCCCCCCCNC(=O)Cn3cc(CCCCCN)nn3)CC2)nc(N2CCN(C(=O)CCCCCCCCCCNC(=O)[C@H]([C@@H](C)CC)n3cc(CCCCN=C(N)N)nn3)CC2)n1
0 | CCC(=O)N1CCc2cc(Br)cc(S(=O)(=O)NCCN3CCCCC3C)c21 (stereo not drawn)
-2 | CC(C)(C)c1ccc(OCC(O)CNC(=O)c2ccccc2C(=O)O)cc1 (stereo not drawn)
0 | Cc1cc(-c2csc(NCc3ccccc3)n2)c(C)n1C
-15 | O=C1NCCN1Cc1ccccc1F
23 | O=C(NCc1ccco1)C1CCN(S(=O)(=O)N2CCC3(CC2)OCCO3)CC1

# Pulled by compound from the list above (six):
ARNT TACC3 PPI | SMILES
-11 | CCc1ccc(C(=O)CCC2CCCCC2=O)cc1 (stereo not drawn)
-5 | O=C(O)COc1ccc(NC(=O)c2ccco2)cc1
6 | S=C(Nc1cccc(Cl)c1)Nc1cccc2cnccc12
14 | N/C(=N\OC(=O)c1ccc(Cl)cc1Cl)c1ccc(Cl)cc1
31 | CC1(C)CC(=O)c2cc(C(=O)Nn3cnnc3)c(=O)n(-c3ccccc3)c2C1
-7 | O=C(O)C1CC=CCC1C(=O)N1CCCC1 (stereo not drawn)

# (cont.)
ARNT TACC3 PPI | SMILES
-8 | CC(=O)Nc1ccc(Oc2ncccn2)c(Cl)c1
18 | CC(=O)N(CC1CCCO1)c1nnc(-c2ccccn2)s1 (stereo not drawn)
5 | C=CCOc1c(CNc2ccc(C(=O)O)cc2)cccc1OCC
25 | CCn1nccc1C(=O)Nc1nc2ccccc2n1CCN1CCCCC1
0 | Cc1cc(C)n2c(=S)[nH]nc2n1
-11 | CC(C)(C)n1nnnc1C(c1cccnc1)N1CCN(C2CCCCC2)CC1 (stereo not drawn)
-4 | CC(=O)N1c2c(cc(Br)cc2S(=O)(=O)N2CCN(c3ccccn3)CC2)CC1C (stereo not drawn)
-1 | O=C(N/N=C/c1ccc(F)cc1)c1sccc1OCc1ccc(F)cc1
-4 | COc1ccc(CCNC(=O)C2=COCCO2)cc1
7 | CC(C)(C)C(=O)COC(=O)c1cc2ccccc2cc1O
4 | O=C(c1cnn2c1NC(c1ccc(Br)cc1)CC2C(F)(F)F)N1CCN(C23CC4CC(CC(C4)C2)C3)CC1 (stereo not drawn)
1 | COc1ccc(CC(=O)Nc2ccc(OC)c(NC(=O)c3ccco3)c2)cc1
-4 | O=C(Nc1ncccc1Cl)C1COc2ccccc2O1 (stereo not drawn)
-2 | COCCOC(=O)C1=C(C)NC2=C(C(=O)CCC2)C1c1ccc(N(C)C)cc1 (stereo not drawn)
0 | CCCn1c(=NC(C)=O)c(C(=O)OCC)cc2c(=O)n3ccccc3nc21
2 | COc1ccc(Cc2nnc(-c3cccc(C)c3)o2)cc1OC
7 | O=c1c2cc(N3CCOCC3)ccc2[nH]c(=S)n1Cc1ccc(Cl)cc1
-7 | Cc1ccc(N2C(N)=NC(N)=NC2(C)C)c(C)c1
-1 | O=C(COc1ccc(Cl)cc1)OCC(=O)N1CCCC1
-6 | COc1ccc(/C=N/NC(=O)CO/N=C(\C)c2cccs2)cc1
5 | Cc1ccc(-c2nnc(SCC(C)C)n2C)cc1
-14 | O=C(CSc1ncn[nH]1)Nc1ccc(Cl)c(Cl)c1
-4 | Cc1cc(C)c(Cn2c(=O)n(CCCC(=O)NCc3ccco3)c(=O)c3sccc32)c(C)c1
-11 | COc1nc(-c2ccccc2Cl)ccc1C#N
-6 | CCOc1cc(S(=O)(=O)NCc2cccs2)ccc1Cl
-2 | CCN(Cc1ccccc1)C(c1ccc(C(F)(F)F)cc1)c1nnnn1C(C)(C)C (stereo not drawn)
-3 | CCOc1ccc(C(=O)N[C@H](C(=O)O)C(C)C)cc1
4 | COC(=O)c1ccc(/C=N\NC(=O)c2ccc(C)cc2Cl)cc1
1 | COCCNC(=O)C(C)N(c1ccc(Oc2ccccc2)cc1)S(C)(=O)=O (stereo not drawn)
-12 | Clc1ccccc1-c1nnc(-c2ccccc2Cl)o1
12 | CN1CCN(c2ccccc2NC(=O)c2ccc(-c3ccc(Cl)cc3Cl)o2)CC1
-2 | CS(=O)(=O)Nc1ccccc1C(=O)O
3 | CC(O)(CS(=O)(=O)Cc1ccccc1)C(=O)Nc1ccc(C(F)(F)F)cc1 (stereo not drawn)
-5 | CC(C)NC(=O)CSCc1c(F)cccc1Cl
-8 | CCCCNC(=O)CSc1nnc(NC(C)=O)s1
0 | COC(=O)c1cc(C(=O)CSc2nc(C)cc(C)n2)ccc1O
-1 | CCOC(=O)C1=C(C2=CCCCC2)c2ccc(OC)cc2N(S(=O)(=O)C(F)(F)F)C1C(=O)OCC (stereo not drawn)
-3 | C=CCN1CC2CC3(COc4cc(C)cc(C)c4)C=CC2(O3)C1=O (stereo not drawn)
-8 | O=C(O)c1ccc(CSCc2ccccc2F)o1
21 | Cc1cc(/C([O-])=C(/C(=S)Nc2ccccc2)[n+]2ccccc2)c(C)n1-c1ccccc1
-14 | COC(=O)[C@H](C)NC(=O)Nc1ccc(C)c(C)c1
3 | Cc1sc(NC(=O)C2CCCCC2C(=O)O)c(C(N)=O)c1-c1ccc(C(C)C)cc1 (stereo not drawn)
5 | Cc1ccc(S(=O)(=O)c2cc3c(=O)n4ccccc4nc3n(Cc3ccco3)c2=N)cc1
21 | Cc1cccc(C(=O)Nc2sc(C)c(-c3ccccc3)c2C#N)c1
2 | COC(=O)Cc1[nH]nc2c1C(C1C=CCCC1)C(C#N)=C(N)O2 (stereo not drawn)
-6 | O=C(COC(=O)c1ccccc1Oc1ccccc1)NC1CCS(=O)(=O)C1 (stereo not drawn)
-3 | Cc1cccc(NC(=O)Cc2noc3ccccc23)c1
9 | Cc1ccccc1C(=O)Nc1sc(C)c(C)c1C(=O)c1ccccc1
7 | CCOc1ccc(-c2[nH]ncc2Oc2ccccc2OC)c(O)c1
3 | CC(=O)Nc1ccc(OCC(O)Cn2nc(C)c(C(C)=O)c2C)cc1 (stereo not drawn)
